Source: PubChem BioAssay (Sanford-Burnham Center for Chemical Genomics)
UBC13 inh: blocks human UBC13 polyubiquitin chain formation. P61088. TR-FRET. inhibition, % at 20 µM. actives 0.47% (n = 330,000). AID 485273; in the data active = inhibition above about 45%, passing the limit was not always enough
Target sequence (P61088 whole entry, looked up): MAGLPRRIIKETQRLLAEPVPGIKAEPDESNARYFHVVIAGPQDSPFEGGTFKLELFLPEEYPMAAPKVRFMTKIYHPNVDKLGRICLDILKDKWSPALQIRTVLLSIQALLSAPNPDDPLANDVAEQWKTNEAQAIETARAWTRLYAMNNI
SENP7 inh: blocks the human protease SENP7; actives 1.5% (n = 330,000); recombinant SENP7, Z-RLRGG-aminoluciferin luminescence, 40 min; inhibition, % at 5 µM;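 active = inhibition above about 50% at the single test dose, limit read from the data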;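 also: plate controls were DMSO with enzyme for no effect and no enzyme buffer wells for full effect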
Target sequence (Q9BQF6 706-1050 limits assumed): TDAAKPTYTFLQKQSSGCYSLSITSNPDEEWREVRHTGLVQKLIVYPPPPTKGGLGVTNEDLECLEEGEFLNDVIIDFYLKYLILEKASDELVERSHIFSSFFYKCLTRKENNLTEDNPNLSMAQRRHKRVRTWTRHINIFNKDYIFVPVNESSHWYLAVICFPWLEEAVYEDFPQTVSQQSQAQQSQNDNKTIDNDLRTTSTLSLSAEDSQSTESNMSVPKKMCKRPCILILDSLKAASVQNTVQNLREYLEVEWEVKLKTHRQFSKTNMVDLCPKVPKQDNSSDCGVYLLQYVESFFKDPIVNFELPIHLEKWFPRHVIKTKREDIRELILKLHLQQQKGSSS
SENP1 FRET inh: inhibitors of human SENP1 SUMO protease catalytic domain | Q9P0U3 | recombinant SENP1 catalytic domain, CyPet-SUMO1-YPet FRET cleavage | inhibition, % at 10 µM | actives 0.21% (n = 360,000) | AID 624204;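 active = inhibition at least 30% at 10 µM, raw YFP signal under a set limit, fluorescence ratio 0.5 to 1.5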;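 also: 0% = enzyme with DMSO and 100% = no enzyme wells; some results filed as inactive read as strong as hits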
Target sequence (Q9P0U3 419-644 limits assumed): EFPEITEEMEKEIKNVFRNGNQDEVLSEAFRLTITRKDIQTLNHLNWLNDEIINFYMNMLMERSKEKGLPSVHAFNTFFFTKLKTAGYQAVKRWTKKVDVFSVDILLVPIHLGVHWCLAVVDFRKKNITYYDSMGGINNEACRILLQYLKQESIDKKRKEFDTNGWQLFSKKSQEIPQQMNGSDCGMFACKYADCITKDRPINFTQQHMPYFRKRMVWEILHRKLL
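Assay system – human recombinant His6-tagged SENP1 catalytic domain enzyme · Input – SENP1 enzyme, 20 pM final · Buffer or medium – Tris pH 8 buffer plus EDTA, NaCl, BME, BSA, NP40, catalase · Schedule – 50 min reaction at room temperature · Technique – FRET read of cyan and yellow fluorescence · Control set – no-enzyme wells low, DMSO-plus-enzyme wells high control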
Apaf-1 inh: human Apaf-1 inhibition | O14727 | reconstituted apoptosome caspase-3 activity, DEVD-Rh110 fluorescence | inhibition, % at 20 µM | actives 0.71% (n = 330,000); active = inhibition of at least 40% at 20 µM;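 also: plate controls were DMSO wells for no effect and DEVD-CHO caspase inhibitor wells for full effect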
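Material: reconstituted apoptosome with Apaf-1, cytochrome c, caspase-9, procaspase-3, dATP. Technique: Rh110 fluorescence intensity. Buffer or medium: pH 7.5 Hepes buffer with CHAPS, BSA, DTT. Times: 30 min plus 50 min, RT.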
APOBEC3G inh: blocks human APOBEC3G single-stranded DNA deamination | inhibition, % at 20 µM | Q9HC16 | recombinant A3G, ssDNA deamination FAM/TAMRA fluorescence | actives 0.28% (n = 330,000) | AID 493012;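 active = inhibition of at least 40% at 20 µM, with no more than 30% in the related APOBEC3A deaminase screen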;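 also: plate controls were DMSO wells with A3G for no effect and wells lacking A3G enzyme for full effect; some compounds called inactive have numbers as strong as hits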
SENP6 block: blocks the human protease SENP6; Recombinant SENP6 catalytic domain, aminoluciferin luminescence; AID 2599; inhibition, % at 10 µM; actives 1.8% (n = 330,000); Q9GZR1;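 active = inhibition above about 50% at the single tested dose, limit read from the data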;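 also: plate controls were DMSO wells with enzyme for no effect and DMSO wells lacking enzyme for full effect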
SENP8 block-1: blocks human SENP8 cleavage of Nedd8 substrate; Q96LD8; recombinant SENP8, Nedd8 substrate fluorescence; inhibition, % at 20 µM; actives 0.64% (n = 360,000); AID 602440; in the data active = inhibition mostly above about 40%, no sharp cut-off; inactive = mostly below about 27%
Target sequence (Q96LD8 whole entry, looked up): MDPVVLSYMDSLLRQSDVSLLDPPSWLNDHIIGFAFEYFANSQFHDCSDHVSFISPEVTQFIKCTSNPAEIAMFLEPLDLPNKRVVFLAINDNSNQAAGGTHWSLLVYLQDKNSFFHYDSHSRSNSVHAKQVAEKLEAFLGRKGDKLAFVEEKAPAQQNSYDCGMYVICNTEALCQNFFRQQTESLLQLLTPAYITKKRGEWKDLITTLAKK
SENP8 block-2: blocks the human protease SENP8; actives 1.2% (n = 330,000); Q96LD8; inhibition, % at 10 µM; purified SENP8, Z-RLRGG-aminoluciferin cleavage, luminescence; AID 2540; in the data active = inhibition above about 50%
Numbers without * were called inactive; · = no result given.

SMILES	UBC13 inh	SENP7 inh	SENP1 FRET inh	Apaf-1 inh	APOBEC3G inh	SENP6 block	SENP8 block-1	SENP8 block-2
Cc1ccc(CSc2nc(-c3ccccc3)c(C#N)c(=O)[nH]2)cc1	20	-3	15	15	-6	-18	-10	2
CCCCN(C(=O)c1cccc(S(=O)(=O)N(C)c2ccc(C)cc2)c1)c1c(N)n(CCCC)c(=O)[nH]c1=O	-1	4	2	4	4	9	9	-9
O=C(CCc1ccc(S(=O)(=O)N2CCOCC2)cc1)Oc1ccccc1	-5	-6	-1	0	-3	-10	-1	-3
C=C1CCC[C@]2(C)C[C@H]3OC(=O)C(CNC(C)CC)[C@H]3CC12 (stereo partly specified)	3	0	-1	6	-10	-20	16	0
CCC(CC)C(=O)Nc1cccc(/C(C)=N\NC(=O)c2ccc(C)s2)c1	-2	-3	-2	16	-4	-14	18	-15
Cc1ccc(NC(=O)C2CCC(=O)N2)cc1C (stereo unspecified)	-7	-7	2	3	-5	-4	20	-2
CC1(c2ccccc2)O[C@@H]2C[C@H]3[C@@H]4CCC5=CC(=O)C=C[C@]5(C)[C@@]4(F)[C@@H](O)C[C@]3(C)[C@]2(C(=O)CO)O1 (stereo partly specified)	-5	0	2	19	-2	-13	16	-6
CCOC(=O)C1=C(c2ccccc2)Nc2ncnn2C1c1ccccn1 (stereo unspecified)	-7	-4	0	10	-9	-8	15	-3
Cc1ccc(S(=O)(=O)Nc2ccc(F)c(S(=O)(=O)N3CCOCC3)c2)cc1	-28	-5	1	-2	-2	8	1	-5
O=C(COc1ccccc1)NC1CCSc2ccccc21 (stereo unspecified)	-5	4	4	14	-4	-11	5	5
CNCc1ccccc1OCC(=O)Nc1ccccc1	-13	4	2	-1	3	3	1	-9
CCCC(=O)NC(=S)Nc1ccccc1OC	12	6	1	4	-2	13	26	-2
FC(F)(F)c1nc2ncc(Cl)cc2[nH]1	-10	-8	-1	5	-3	6	13	-8
O=C(O)c1nnn(-c2ccc(F)cc2F)c1-c1ccccc1	4	5	-1	3	-5	-19	14	9
S=C(Nc1cccc2ccccc12)N1CCN(c2ncccn2)CC1	-2	-1	-2	4	11	7	-312	-5
COC/C=C/C1=CC2=CC(=O)C(C)(OC(=O)c3cnc4ccccc4n3)C(=O)C2=CN1CCCOC(C)C (stereo unspecified)	-59	-9	-22	32	-11	9	44*	-11
Cc1ccc(NC(=O)N2C3CCCC2CC(NC(=O)C2CC2)C3)cc1 (stereo unspecified)	-5	-7	1	8	-6	-9	14	-10
CC(C)C[C@H](NC(=O)Nc1cccc(C(F)(F)F)c1)C(=O)O	-8	4	3	-14	-3	-7	12	1
O=C(CSc1nc(C2CC2)nc2ccccc12)N1CCc2ccccc2C1	23	11	·	13	-2	-4	·	8
S=c1[nH]c2ccccc2c2ccccc12	-11	-10	-1	11	1	-26	27	-5
OCC[C@H]1C[C@@H](O)[C@H](O)[C@@]2(Cc3ccccc3CO2)O1	-2	-11	-2	-4	-14	-10	12	-8
Cc1ccccc1CN1CCCC(C(=O)Nc2ccc(-c3ccn[nH]3)cc2)C1 (stereo unspecified)	-4	14	-1	9	-4	-13	5	-18
Cc1ccc(NC2Sc3ccccc3NC2=O)cc1 (stereo unspecified)	-28	30	-3	12	51*	77*	9	53*
COC(=O)[C@]1(C)N[C@H](CN(C)S(=O)(=O)c2ccc(-c3ccccc3)cc2)[C@@H]2C(=O)N(Cc3ccccc3)C(=O)[C@@H]21	10	0	-1	13	-8	3	4	9
CCN(CC)Cc1oc(-c2ccccc2)cc1C(=O)O	-7	-1	-3	-4	-3	-4	-5	1
COc1ccc(C(=O)C[n+]2cc(Br)cc3ccccc32)cc1[N+](=O)[O-]	0	3	50	23	-6	-4	6	-4
O=C(Nc1cccnc1)c1cccc(S(=O)(=O)N2CCCCC2)c1	-3	-1	1	8	-4	-43	9	-4
O/N=C/c1cccc[n+]1CCCCCC[n+]1ccccc1/C=N/O	-1	1	-1	3	2	-8	0	-2
CCN(CC)CCNC(=O)C(C)c1nn(C)c(=O)c2ccccc12 (stereo unspecified)	2	6	2	-5	-9	6	10	6
COc1cc2cnc(-c3ccccc3)c(-c3ccc(C#N)cc3)c2cc1OC	16	-3	0	12	-12	2	-207	4
O=C(/C=C/Nc1ccc(F)c(Cl)c1)c1ccccc1	-5	65*	-22	9	-5	71*	-189	34
COc1ccc(CSc2nc(O)cc(=O)n2CC(C)C)cc1F	-15	-6	-1	15	-6	-16	10	-7
O=C(Nc1ccccc1C(F)(F)F)c1cccnc1	6	10	1	-1	-5	-4	-1	-3
COc1cccc(CN(C)C(=O)c2cc(S(=O)(=O)NCc3ccccc3)ccc2C)c1OC	10	-7	1	29	-7	-9	13	-4
CCN1C[C@@H]2[C@@H]3C(=O)N(Cc4ccccc4)C(=O)[C@@H]3[C@](Cc3ccccc3)(C(=O)OC)N2C1=NC1CCCCC1	·	8	1	41*	-3	·	18	·
COc1ccc(N2CCN(S(=O)(=O)c3c(C)nc4sccn4c3=O)CC2)cc1	-3	-2	-1	-7	-4	0	2	1

Sorted by the number under SENP1 FRET inh (ascending): seven of the compounds above
molecule | UBC13 inh | SENP7 inh | SENP1 FRET inh | APOBEC3G inh | SENP6 block
O=C(/C=C/Nc1ccc(F)c(Cl)c1)c1ccccc1 | -5 | 65* | -22 | -5 | 71*
CCN(CC)Cc1oc(-c2ccccc2)cc1C(=O)O | -7 | -1 | -3 | -3 | -4
COc1ccc(N2CCN(S(=O)(=O)c3c(C)nc4sccn4c3=O)CC2)cc1 | -3 | -2 | -1 | -4 | 0
COc1cc2cnc(-c3ccccc3)c(-c3ccc(C#N)cc3)c2cc1OC | 16 | -3 | 0 | -12 | 2
COc1cccc(CN(C)C(=O)c2cc(S(=O)(=O)NCc3ccccc3)ccc2C)c1OC | 10 | -7 | 1 | -7 | -9
CCN(CC)CCNC(=O)C(C)c1nn(C)c(=O)c2ccccc12 (stereo unspecified) | 2 | 6 | 2 | -9 | 6
COc1ccc(C(=O)C[n+]2cc(Br)cc3ccccc32)cc1[N+](=O)[O-] | 0 | 3 | 50 | -6 | -4

Later entries:
SMILES	UBC13 inh	SENP7 inh	SENP1 FRET inh	Apaf-1 inh	APOBEC3G inh	SENP6 block	SENP8 block-1	SENP8 block-2
CC(NC(=O)CSCc1ccccc1Br)c1ccccc1 (stereo unspecified)	2	3	0	7	-7	0	14	1
Cc1cccc(N=C2NC(=O)C(CO)(CO)S2)c1	3	0	2	-17	-10	-13	1	-1
COc1ccc(OC)c(S(=O)(=O)NCc2ccccc2)c1	-3	-8	3	-9	-8	2	36	1
CCOc1ccccc1N1CCN(C(=O)NCc2ccc(C)cc2)CC1	-5	-2	1	-2	-2	2	12	0
COc1ccc(-c2ccnc(-c3ccncc3)n2)cc1	6	-1	2	6	-3	-33	8	-10
O=C1c2nc3cc(-c4ccco4)[nH]n3c(=O)c2CN1C1CCCCC1	-5	-7	-27	13	66	-10	-452	-5
Cc1ccc(Sc2c([N+](=O)[O-])ncn2C)cc1	4	2	-1	-5	-6	-2	25	-4
COC(=O)COc1ccc(S(=O)(=O)NCCC2=CCCCC2)cc1C	-1	6	0	6	-5	-1	18	-1
CC(C)C(C)NC(=O)CN1C(=O)NC(c2ccccc2)(c2ccccc2)C1=O (stereo unspecified)	0	6	-1	6	-3	7	13	5
COc1cc(C(=O)Nc2nnc(C(C)(C)C)s2)c([N+](=O)[O-])cc1OC	-1	4	-1	0	1	1	20	0
O=C(CNS(=O)(=O)c1ccc2ccccc2c1)OCc1nnc(-c2ccccc2)o1	1	-1	0	6	-3	-5	12	-6
O=S(=O)(N/N=C\C=C\c1ccccc1)c1ccccc1	0	1	2	-19	-4	-18	8	2

Continued; the last two above are carried over.
SMILES	UBC13 inh	SENP7 inh	SENP1 FRET inh	Apaf-1 inh	APOBEC3G inh	SENP6 block	SENP8 block-1	SENP8 block-2
O=C(CNS(=O)(=O)c1ccc2ccccc2c1)OCc1nnc(-c2ccccc2)o1	1	-1	0	6	-3	-5	12	-6
O=S(=O)(N/N=C\C=C\c1ccccc1)c1ccccc1	0	1	2	-19	-4	-18	8	2
CC(C)CNC(=S)N1CCC(NC(=O)C23CC4CC(CC(C4)C2)C3)CC1	1	-4	1	4	-6	2	22	-1
CCc1noc(C)c1C(=O)NNC(=O)COc1ccc(Br)cc1	-2	5	2	3	6	-5	8	1
Cc1cc([N+](=O)[O-])ccc1NC(=O)CSc1nncn1-c1cccnc1	7	0	-1	5	-9	-13	7	0
CCOc1ccc(NC(=O)Nc2nnc(CC(=O)NCc3ccccc3)s2)cc1	-2	-4	2	-21	-5	-17	12	4
CCOC(=O)c1sc(=S)n(C)c1NC(=O)c1ccccc1C	-7	6	-2	-3	-5	1	19	0
COc1ccc(-n2c(=O)c3ccccc3n(CC(=O)NC3CCCCC3)c2=O)cc1OC	-8	3	2	-12	-3	12	14	3
COC(=O)C1CCC(C)(C(=O)Nc2ccccc2)C1(C)C (stereo unspecified)	7	8	0	4	-2	-16	20	-1
CCOC(=O)c1sc(=S)n(-c2ccccc2)c1SC	-14	4	4	5	-4	-9	17	-10
CCOC(=O)C1=C(c2ccccc2)OC(N)=C(C#N)C1c1cccs1 (stereo unspecified)	14	0	-3	2	-1	-8	-23	4
CC(C)CNc1nc(=S)nc(N(C)C)[nH]1	-3	-6	1	4	-3	-19	5	-2
CN(CC1CCCO1)S(=O)(=O)c1ccc(C(=O)Nc2ccc([N+](=O)[O-])cc2)cc1 (stereo unspecified)	-4	-3	2	12	-5	-3	7	2
CCOC(=O)C1CCN(Cc2nc(-c3ccc(OC)c(OC)c3)no2)CC1	0	5	-7	-3	-2	-5	2	-3
COc1ccc(-c2cc(C(=O)Nc3ccc(S(N)(=O)=O)cc3)c3ccccc3n2)cc1OC	5	0	-7	-5	-4	-4	-284	1
NC(=O)[C@@H]1CCCN1Cc1c(C(=O)N2CCc3ccccc3C2)nc2ccc(Cl)cn12	1	-1	-46	9	-10	-3	-27	-2
COc1ccccc1N/C=C(\C#N)c1nc2ccccc2[nH]1	-14	-4	-106	7	-6	1	-128	0
C=COCCNC(=S)Nc1cccc(Cl)c1	0	-5	1	-2	-5	7	11	-1

Part of the list above, with each value named.
SMILES: CCOC(=O)c1sc(=S)n(C)c1NC(=O)c1ccccc1C
  UBC13 inh = -7	SENP7 inh = 6	SENP1 FRET inh = -2	Apaf-1 inh = -3	APOBEC3G inh = -5	SENP6 block = 1	SENP8 block-1 = 19	SENP8 block-2 = 0

SMILES: COc1ccc(-n2c(=O)c3ccccc3n(CC(=O)NC3CCCCC3)c2=O)cc1OC
  UBC13 inh = -8	SENP7 inh = 3	SENP1 FRET inh = 2	Apaf-1 inh = -12	APOBEC3G inh = -3	SENP6 block = 12	SENP8 block-1 = 14	SENP8 block-2 = 3

SMILES: COC(=O)C1CCC(C)(C(=O)Nc2ccccc2)C1(C)C (stereo unspecified)
  UBC13 inh = 7	SENP7 inh = 8	SENP1 FRET inh = 0	Apaf-1 inh = 4	APOBEC3G inh = -2	SENP6 block = -16	SENP8 block-1 = 20	SENP8 block-2 = -1

SMILES: CCOC(=O)c1sc(=S)n(-c2ccccc2)c1SC
  UBC13 inh = -14	SENP7 inh = 4	SENP1 FRET inh = 4	Apaf-1 inh = 5	APOBEC3G inh = -4	SENP6 block = -9	SENP8 block-1 = 17	SENP8 block-2 = -10
